Source: PubChem
TR-FRET SRC-2 ct: flags TR-FRET format artefacts in PPARgamma SRC-2 recruitment agonist screen; TR-FRET ratio at 8 µM; 200,000 compounds, 0.4% hits; AID 1049; TR-FRET artefact counter-screen; stronger effect = higher value; in the data active = TR-FRET ratio above about 2000; also: inactives centre near 1500; reference of the scale not given here
L major viab: Leishmania major promastigote growth inhibition; 200,000 compounds, 9% hits; inhibition, % at 10 µM; Leishmania major promastigotes, resazurin fluorescence viability; AID 1063; in the data active = inhibition above about 50%;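 also: promastigotes grown with compound for 44 hours at 28 °C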
PPARg SRC-3 ag: agonists of human PPARgamma SRC-3 coactivator recruitment | biochemical PPARgamma/SRC-3 coactivator recruitment assay | activation, % at 8 µM | P37231 | 200,000 compounds, 0.26% hits; in the data active = activation above about 23%;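 also: 0% = DMSO and 100% = reference agonist; some compounds past the cut are filed as inactive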
PPARg SRC1 recr: agonists of human PPARgamma SRC-1 coactivator recruitment | PPARgamma-SRC-1 coactivator recruitment biochemical assay | P37231 | 200,000 compounds, 0.41% hits | activation, % at 8 µM | AID 631; in the data active = activation above about 19%;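 also: 0% = DMSO and 100% = reference agonist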
Redox H2O2 prof: compounds producing H2O2 with reducing agent – biochemical, NIH compound library profiling, artefact control for MLSCN library redox annotation, primary screen. DTT-dependent redox cycling H2O2, phenol red/HRP absorbance; 100% = 100 µM peroxide control, 0% = buffer. activation, % at 10 µM. 200,000 compounds, 0.03% hits;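 active = activation of at least 50% relative to the plate's high and low controls in the primary single-dose screen; inactive = activation below 50%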;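 also: compound incubated with DTT at 0.8 mM final as the reducing agent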
S1P3 antag: antagonists of human S1P3 receptor; Q99500; CHO S1P3 NFAT-BLA reporter, FRET fluorescence, antagonist mode; inhibition, % at 4.98 µM; 170,000 compounds, 0.27% hits;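 active = inhibition above the plate cutoff, the mean inhibition of test wells on that plate plus 3 SD, cut at about 28% in these data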;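 also: cells challenged with S1P at its EC80 of 0.8 µM; blue over green emission ratio from cleaved BLA substrate after 4 h stimulation; 0% = S1P-stimulated wells and 100% = unstimulated DMSO-only wells; some compounds past the cut are filed as inactive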
ROMK mod: modulates human ROMK potassium channel activity; B-score at 10 µM; Tet-inducible ROMK, thallium flux fluorescence; actives lie on both sides; AID 1918; P48048; 130,000 compounds, 2% hits;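 active = signal ratio slope over the read window, or its plate-corrected B-score, at least 3 SD from the plate mean, either direction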;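 also: B-score of the F/F0 ratio slope over 7 to 12 s after thallium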
bIAP inhibitor: blocks bovine intestinal alkaline phosphatase activity; purified bovine IAP, CDP-star luminescence, 30 min; inhibition, % at 20 µM; 190,000 tested, under 10 active; AID 1019;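 active = over 50% inhibition of intestinal alkaline phosphatase at 20 µM in the single-dose screen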
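System: purified bovine intestinal alkaline phosphatase (IAP) enzyme; Input: IAP diluted 1/65,000,000 in the well; Measured by: CDP-star luminescence signal; Compound dosing: 20 µM single dose; Incubation: 30 min reaction at room temperature.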
PPARg SRC-2 ag: agonists of SRC-2 recruitment by human PPARgamma; P37231; PPARgamma LBD-SRC-2 recruitment, biochemical; activation, % at 8 µM; 200,000 compounds, 0.34% hits; AID 1032; in the data active = activation above about 22%;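 also: 0% = vehicle and 100% = reference agonist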
bIAP act: intestinal alkaline phosphatase (bovine) activation; purified bovine IAP, CDP-star luminescence, 30 min; stronger effect = higher value; fold of DMSO-control signal, blank-subtracted; activation factor at 20 µM; 200,000 compounds, 0.17% hits; AID 1016;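 active = activation factor of 2 or more at 20 µM, a signal rise over negative controls twice the positive control's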
TLR4 MyD88 comp: blocks binding of human TLR4 to MyD88; inhibition, % at 8.4 µM; HeLa CL3-4 TLR4/MyD88 BLA complementation, FRET ratio; O00206+Q99836; 200,000 compounds, 0.18% hits; in the data active = inhibition above about 25%;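 also: 0% = vehicle and 100% = reference inhibitor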
Target sequence (O00206 whole entry, looked up): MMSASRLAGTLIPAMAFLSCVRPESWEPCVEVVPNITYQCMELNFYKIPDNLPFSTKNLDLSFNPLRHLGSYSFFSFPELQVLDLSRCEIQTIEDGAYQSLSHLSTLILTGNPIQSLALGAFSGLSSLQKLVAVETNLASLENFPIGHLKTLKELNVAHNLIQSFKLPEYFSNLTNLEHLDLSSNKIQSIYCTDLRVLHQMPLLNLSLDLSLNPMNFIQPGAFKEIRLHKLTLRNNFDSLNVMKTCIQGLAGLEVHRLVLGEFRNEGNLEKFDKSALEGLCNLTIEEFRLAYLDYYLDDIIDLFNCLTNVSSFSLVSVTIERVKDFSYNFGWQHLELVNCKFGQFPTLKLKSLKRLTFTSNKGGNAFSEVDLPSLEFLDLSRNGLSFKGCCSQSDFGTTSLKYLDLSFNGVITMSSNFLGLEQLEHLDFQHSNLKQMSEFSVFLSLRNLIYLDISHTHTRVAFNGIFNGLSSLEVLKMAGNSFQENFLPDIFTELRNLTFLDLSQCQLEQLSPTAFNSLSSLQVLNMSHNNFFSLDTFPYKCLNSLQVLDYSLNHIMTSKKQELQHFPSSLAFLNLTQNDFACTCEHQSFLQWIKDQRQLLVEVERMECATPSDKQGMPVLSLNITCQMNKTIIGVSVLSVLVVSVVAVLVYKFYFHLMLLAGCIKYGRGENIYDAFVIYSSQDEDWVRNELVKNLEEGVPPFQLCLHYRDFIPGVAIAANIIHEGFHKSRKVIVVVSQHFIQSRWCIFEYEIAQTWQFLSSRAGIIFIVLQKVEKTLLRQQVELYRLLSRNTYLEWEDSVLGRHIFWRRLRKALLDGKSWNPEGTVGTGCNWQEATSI
Target sequence (Q99836 whole entry, looked up): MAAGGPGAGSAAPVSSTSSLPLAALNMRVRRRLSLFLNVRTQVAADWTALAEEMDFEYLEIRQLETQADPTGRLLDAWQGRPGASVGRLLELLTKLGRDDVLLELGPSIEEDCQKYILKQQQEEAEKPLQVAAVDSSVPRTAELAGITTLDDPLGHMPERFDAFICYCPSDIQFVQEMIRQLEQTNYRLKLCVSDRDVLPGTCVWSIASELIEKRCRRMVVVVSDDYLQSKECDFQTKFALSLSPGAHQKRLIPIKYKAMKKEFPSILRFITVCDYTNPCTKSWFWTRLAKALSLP
An asterisk follows results filed as active.

Screening O=C(CSc1nc2ccccc2[nH]1)Nc1nc(-c2ccc(Br)cc2)cs1 returned TR-FRET SRC-2 ct 1704, L major viab 11.7, PPARg SRC-3 ag 5.4, PPARg SRC1 recr 2.2, Redox H2O2 prof -0.2, S1P3 antag -1.9, bIAP inhibitor 3.8, PPARg SRC-2 ag 7.3, bIAP act 1 and TLR4 MyD88 comp -7.1.
For CCc1nnc(NC(=O)c2ccc(S(=O)(=O)N(CCOC)CCOC)cc2)o1 the results were TR-FRET SRC-2 ct 1354, L major viab 1.4, PPARg SRC-3 ag -12.9, PPARg SRC1 recr -0.6, Redox H2O2 prof 2.9, S1P3 antag -16.8, ROMK mod 0.0674, bIAP inhibitor 5.8, PPARg SRC-2 ag -5.6, bIAP act 0.9 and TLR4 MyD88 comp 1.7.
Screening COc1cc(OC)cc(C(=O)N(Cc2cc3cc(C)ccc3[nH]c2=O)C(C)C)c1 returned TR-FRET SRC-2 ct 1646, L major viab 14.6, PPARg SRC-3 ag 19.7, PPARg SRC1 recr 3.5, Redox H2O2 prof -2.2, S1P3 antag 0.6, ROMK mod -0.784, bIAP inhibitor -6.8, PPARg SRC-2 ag 1.9, bIAP act 1.1 and TLR4 MyD88 comp 5.8.
CC(C)COc1ccc(C(=O)Nc2scc(-c3ccc(Cl)cc3Cl)c2C(N)=O)cc1 was read as TR-FRET SRC-2 ct 1568, L major viab -5.6, PPARg SRC-3 ag 0.9, PPARg SRC1 recr -7.0, Redox H2O2 prof 0.2, bIAP inhibitor 7.4, PPARg SRC-2 ag -0.2, bIAP act 0.9 and TLR4 MyD88 comp 3.7.
`Cc1ccc(NC(=O)COC(=O)CSC(=S)N2CCOCC2)cc1` gave TR-FRET SRC-2 ct 1599, L major viab -8.2, PPARg SRC-3 ag -0.9, PPARg SRC1 recr 6.3, Redox H2O2 prof 0.1, S1P3 antag -16.5, ROMK mod -0.802, bIAP inhibitor -2.5, PPARg SRC-2 ag 2.2, bIAP act 1 and TLR4 MyD88 comp 11.3.
`O=C(COC(=O)C(Cc1ccccc1)NC(=O)c1ccc(Cl)cc1)c1ccc(Cl)cc1` (stereo not drawn) gave TR-FRET SRC-2 ct 1520, L major viab 54.0*, PPARg SRC-3 ag 5.8, PPARg SRC1 recr 5.3, Redox H2O2 prof -0.3, S1P3 antag 3.8, ROMK mod 0.248, bIAP inhibitor -8.5, PPARg SRC-2 ag 4.1, bIAP act 1.1 and TLR4 MyD88 comp -4.0.
For Cc1ccc(N=Nc2c(N)n(-c3ccccc3)[nH]c2=O)cc1 the results were TR-FRET SRC-2 ct 1609, L major viab -2.3, PPARg SRC-3 ag 25.8*, PPARg SRC1 recr 6.8, Redox H2O2 prof -4.7, bIAP inhibitor 5.2, PPARg SRC-2 ag 8.5, bIAP act 0.9 and TLR4 MyD88 comp -0.7.
For O=C(Nc1nc2ccc([N+](=O)[O-])cc2s1)C1CCCO1 (stereo not drawn) the results were TR-FRET SRC-2 ct 1247, L major viab 0.7, PPARg SRC-3 ag -2.6, PPARg SRC1 recr -3.3, Redox H2O2 prof -0.4, S1P3 antag -13.4, ROMK mod 0.231, bIAP inhibitor -6.0, PPARg SRC-2 ag -4.0, bIAP act 1.1 and TLR4 MyD88 comp 5.9.
Screening Cc1[nH]c(=O)[nH]c1CN1CCCCC1 returned TR-FRET SRC-2 ct 1546, L major viab -5.3, PPARg SRC-3 ag -5.3, PPARg SRC1 recr -1.8, Redox H2O2 prof 2.1, S1P3 antag -24.0, bIAP inhibitor -2.8, PPARg SRC-2 ag 5.7, bIAP act 1 and TLR4 MyD88 comp -6.0.
COc1ccc(CN=C(Nc2ccccc2)SC2CC(=O)N(C)C2=O)cc1 (stereo not drawn) was read as TR-FRET SRC-2 ct 1424, L major viab 14.4, PPARg SRC-3 ag -2.8, PPARg SRC1 recr -6.4, Redox H2O2 prof -0.3, S1P3 antag -2.4, ROMK mod -0.0273, bIAP inhibitor 2.2, PPARg SRC-2 ag -4.3, bIAP act 1 and TLR4 MyD88 comp 5.8.
For CCN1CCN(C(=O)C(NS(=O)(=O)c2ccc3nc(C)sc3c2)C(C)C)CC1 (stereo not drawn) the results were TR-FRET SRC-2 ct 1713, L major viab -6.2, PPARg SRC-3 ag -3.0, PPARg SRC1 recr 1.1, Redox H2O2 prof -2.4, S1P3 antag -10.9, bIAP inhibitor 4.5, PPARg SRC-2 ag -2.8, bIAP act 1 and TLR4 MyD88 comp 0.1.
CCCCN=C1N/C(=C\c2ccco2)C(=O)N1c1ccccc1 was read as TR-FRET SRC-2 ct 1489, L major viab 2.4, PPARg SRC-3 ag 7.0, PPARg SRC1 recr -1.3, Redox H2O2 prof -8.2, ROMK mod 1.14, bIAP inhibitor 7.1, PPARg SRC-2 ag 9.2, bIAP act 0.9 and TLR4 MyD88 comp 2.9.
`COc1cccc(Cn2c(N)c(C#N)c3nc4ccccc4nc32)c1OC` gave TR-FRET SRC-2 ct 1572, L major viab 8.2, PPARg SRC-3 ag -3.0, PPARg SRC1 recr 0.3, Redox H2O2 prof 1.0, S1P3 antag -15.3, bIAP inhibitor -20.9, PPARg SRC-2 ag -3.7, bIAP act 1.2 and TLR4 MyD88 comp 1.4.
CN(CCO)C(=O)c1ccc(-c2nn(C)c(=O)c3ccccc23)cc1 was read as TR-FRET SRC-2 ct 1579, L major viab -4.5, PPARg SRC-3 ag -1.1, PPARg SRC1 recr 7.8, Redox H2O2 prof 2.5, S1P3 antag -3.7, ROMK mod 0.924, bIAP inhibitor 4.8, PPARg SRC-2 ag 3.9, bIAP act 1 and TLR4 MyD88 comp -11.8.
Screening CC(=O)Nc1cc(C(=O)OCc2cccc([N+](=O)[O-])c2)ccc1C returned TR-FRET SRC-2 ct 1554, L major viab 3.9, PPARg SRC-3 ag 1.5, PPARg SRC1 recr -2.1, Redox H2O2 prof -1.1, S1P3 antag -19.1, ROMK mod -0.33, bIAP inhibitor 11.2, PPARg SRC-2 ag 8.5, bIAP act 0.9 and TLR4 MyD88 comp -9.8.
`COCC(=O)Nc1cccc(C(F)(F)F)c1` gave TR-FRET SRC-2 ct 1446, L major viab -5.0, PPARg SRC-3 ag 20.9, PPARg SRC1 recr 8.2, Redox H2O2 prof 2.0, S1P3 antag -15.4, bIAP inhibitor 7.6, PPARg SRC-2 ag 3.4, bIAP act 0.9 and TLR4 MyD88 comp -10.7.
For CCOC(=O)C1CCN(S(=O)(=O)c2cccc(-c3cn4cc(C)ccc4n3)c2)CC1 the results were TR-FRET SRC-2 ct 1671, L major viab -3.1, PPARg SRC-3 ag -5.5, PPARg SRC1 recr 4.1, Redox H2O2 prof -2.9, bIAP inhibitor 3.2, PPARg SRC-2 ag 1.0, bIAP act 1 and TLR4 MyD88 comp 17.5.
Screening COc1cc(NS(=O)(=O)c2ccc(NC(=O)/C(=C\c3ccccc3OC)NC(=O)c3ccccc3)cc2)nc(OC)n1 returned TR-FRET SRC-2 ct 1493, L major viab -7.9, PPARg SRC-3 ag 3.9, PPARg SRC1 recr 10.5, Redox H2O2 prof -1.0, bIAP inhibitor -11.1, PPARg SRC-2 ag -8.2, bIAP act 1.1 and TLR4 MyD88 comp -1.5.
CCCCn1c(CCNC(=O)c2cccs2)nc2ccccc21 was read as TR-FRET SRC-2 ct 1318, L major viab 9.7, PPARg SRC-3 ag -18.1, PPARg SRC1 recr 1.2, Redox H2O2 prof 1.4, S1P3 antag -28.0, bIAP inhibitor 3.9, PPARg SRC-2 ag -8.0, bIAP act 1 and TLR4 MyD88 comp 1.1.
CC1Cc2ccccc2N1c1ncnc(N)c1[N+](=O)[O-] (stereo not drawn) was read as TR-FRET SRC-2 ct 1559, L major viab 3.3, PPARg SRC-3 ag -5.1, PPARg SRC1 recr 0.5, Redox H2O2 prof -0.2, S1P3 antag 15.0, ROMK mod 0.196, bIAP inhibitor 3.4, PPARg SRC-2 ag -3.0, bIAP act 1 and TLR4 MyD88 comp -8.6.
`CCN(CC(=O)N1CCc2ccccc2C1)S(=O)(=O)c1ccc2ccccc2c1` gave TR-FRET SRC-2 ct 1419, L major viab -2.9, PPARg SRC-3 ag -0.2, PPARg SRC1 recr 3.7, Redox H2O2 prof 0.0, ROMK mod -2.96, bIAP inhibitor 8.0, PPARg SRC-2 ag 12.4, bIAP act 0.9 and TLR4 MyD88 comp 0.9.
Cc1ccc(-n2c(C)cc(/C=N/NC(=O)CN(c3ccc(C)cc3C)S(C)(=O)=O)c2C)cc1 was read as TR-FRET SRC-2 ct 1570, L major viab 35.1, PPARg SRC-3 ag 3.4, PPARg SRC1 recr 3.9, Redox H2O2 prof -1.6, ROMK mod 0.98, bIAP inhibitor -28.5, PPARg SRC-2 ag 2.0, bIAP act 1.3 and TLR4 MyD88 comp 13.8.

An excerpt from the list above:
Screening COc1cc(NS(=O)(=O)c2ccc(NC(=O)/C(=C\c3ccccc3OC)NC(=O)c3ccccc3)cc2)nc(OC)n1 returned TR-FRET SRC-2 ct 1493, L major viab -7.9, PPARg SRC-3 ag 3.9, PPARg SRC1 recr 10.5, Redox H2O2 prof -1.0, bIAP inhibitor -11.1, PPARg SRC-2 ag -8.2, bIAP act 1.1 and TLR4 MyD88 comp -1.5.
CCCCn1c(CCNC(=O)c2cccs2)nc2ccccc21 was read as TR-FRET SRC-2 ct 1318, L major viab 9.7, PPARg SRC-3 ag -18.1, PPARg SRC1 recr 1.2, Redox H2O2 prof 1.4, S1P3 antag -28.0, bIAP inhibitor 3.9, PPARg SRC-2 ag -8.0, bIAP act 1 and TLR4 MyD88 comp 1.1.
CC1Cc2ccccc2N1c1ncnc(N)c1[N+](=O)[O-] (stereo not drawn) was read as TR-FRET SRC-2 ct 1559, L major viab 3.3, PPARg SRC-3 ag -5.1, PPARg SRC1 recr 0.5, Redox H2O2 prof -0.2, S1P3 antag 15.0, ROMK mod 0.196, bIAP inhibitor 3.4, PPARg SRC-2 ag -3.0, bIAP act 1 and TLR4 MyD88 comp -8.6.
`CCN(CC(=O)N1CCc2ccccc2C1)S(=O)(=O)c1ccc2ccccc2c1` gave TR-FRET SRC-2 ct 1419, L major viab -2.9, PPARg SRC-3 ag -0.2, PPARg SRC1 recr 3.7, Redox H2O2 prof 0.0, ROMK mod -2.96, bIAP inhibitor 8.0, PPARg SRC-2 ag 12.4, bIAP act 0.9 and TLR4 MyD88 comp 0.9.
Cc1ccc(-n2c(C)cc(/C=N/NC(=O)CN(c3ccc(C)cc3C)S(C)(=O)=O)c2C)cc1 was read as TR-FRET SRC-2 ct 1570, L major viab 35.1, PPARg SRC-3 ag 3.4, PPARg SRC1 recr 3.9, Redox H2O2 prof -1.6, ROMK mod 0.98, bIAP inhibitor -28.5, PPARg SRC-2 ag 2.0, bIAP act 1.3 and TLR4 MyD88 comp 13.8.

Random draw from the library (roughly 11% active in at least one column).
